Screening data deposited in PubChem by several laboratories.
ERa SRC1 pot – enhancers of ERα–SRC-1 coactivator binding, primary screen, biochemical, TR-FRET, ERα LBD, low estradiol; actives 1.3% (n = 86,000); AID 639, 2007; TR-FRET ERalpha-LBD/SRC-Cy5 coactivator binding, 2 h; 100 = basal binding, no effect; coactivator binding (% of control), % at 25.6 µM; Estrogen receptor (Homo sapiens), P03372; in the data active = activity above about 200%;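 note: binding measured in presence of low estradiol as agonist stimulus; 0% = peptide alone without receptor and 100% = receptor with peptide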
ERa SRC1 inh – ERα–SRC-1 coactivator interaction inhibitors, primary screen, biochemical, TR-FRET, ERα LBD, estradiol-bound | Estrogen receptor (Homo sapiens), P03372 | TR-FRET ER-alpha LBD / SRC-1 peptide | inhibition, % at 25.6 µM | actives 1.7% (n = 86,000) | AID 629, 2007; in the data active = inhibition above about 50%;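 note: 0% = receptor plus peptide control and 100% = peptide only without receptor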
FAK blocker – FAK kinase inhibitors, primary screen, biochemical; Focal adhesion kinase 1 (Homo sapiens), Q05397; biochemical FAK kinase activity assay; inhibition, %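 (tested at 7 µM)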; actives 0.84% (n = 97,000); AID 727, 2007; in the data active = inhibition above about 19%;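 note: 0% = DMSO and 100% = reference compound high control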
ERb coact inh – inhibitors of ERβ-SRC1 coactivator interaction, primary screen, biochemical, TR-FRET, ERβ LBD, SRC-1 peptide; inhibition, % at 25.6 µM; actives 1.3% (n = 86,000); TR-FRET ER-beta LBD / SRC1-Cy5 peptide binding; receptor agonist-loaded with 1 µM estradiol; Estrogen receptor beta (Homo sapiens), Q92731;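 active = compounds whose percent inhibition of the receptor-coactivator binding signal exceeds about 50% in the single-dose screen, limit read from the data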;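 note: 0% = receptor plus peptide wells without compound and 100% = peptide-only wells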
Ecoli WT expand – growth inhibitors of wild-type E. coli, primary screen, strain BW25113, expanded library, OD600; OD600 absorbance; growth inhibition, % at 100 µM; actives 0.15% (n = 98,000);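 active = growth inhibition above about 50% at one test dose, limit read from the data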;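 note: growth measured after 20 h incubation at 37 °C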
MT1-MMP txn act – MT1-MMP promoter reporter activation – cell-based, luciferase luminescence, primary screen | HT1080 MT1-MMP promoter luciferase reporter, overnight; stronger effect = higher value | actives 0.16% (n = 86,000) | activation factor at 10 µM;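 active = activation factor of at least 2 for MT1-MMP transcription at 10 µM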
CD11b adhes inh – inhibitors of CD11b/CD18 adhesion to fibrinogen, primary screen, K562 cells, luminescence | inhibition, % at 10 µM | AID 1497, 2009 | Integrin beta-2 (Homo sapiens) + Integrin alpha-M (Homo sapiens), P05107+P11215 | ATPlite luminescence; Mn2+ added to activate the integrin | actives 0.54% (n = 93,000);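 active = primary inhibition of 50% or more at 10 µM, then 40% or more on retest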; note: some results filed as inactive read as strong as hits
Target sequence (P05107 whole entry, looked up, other chains not shown): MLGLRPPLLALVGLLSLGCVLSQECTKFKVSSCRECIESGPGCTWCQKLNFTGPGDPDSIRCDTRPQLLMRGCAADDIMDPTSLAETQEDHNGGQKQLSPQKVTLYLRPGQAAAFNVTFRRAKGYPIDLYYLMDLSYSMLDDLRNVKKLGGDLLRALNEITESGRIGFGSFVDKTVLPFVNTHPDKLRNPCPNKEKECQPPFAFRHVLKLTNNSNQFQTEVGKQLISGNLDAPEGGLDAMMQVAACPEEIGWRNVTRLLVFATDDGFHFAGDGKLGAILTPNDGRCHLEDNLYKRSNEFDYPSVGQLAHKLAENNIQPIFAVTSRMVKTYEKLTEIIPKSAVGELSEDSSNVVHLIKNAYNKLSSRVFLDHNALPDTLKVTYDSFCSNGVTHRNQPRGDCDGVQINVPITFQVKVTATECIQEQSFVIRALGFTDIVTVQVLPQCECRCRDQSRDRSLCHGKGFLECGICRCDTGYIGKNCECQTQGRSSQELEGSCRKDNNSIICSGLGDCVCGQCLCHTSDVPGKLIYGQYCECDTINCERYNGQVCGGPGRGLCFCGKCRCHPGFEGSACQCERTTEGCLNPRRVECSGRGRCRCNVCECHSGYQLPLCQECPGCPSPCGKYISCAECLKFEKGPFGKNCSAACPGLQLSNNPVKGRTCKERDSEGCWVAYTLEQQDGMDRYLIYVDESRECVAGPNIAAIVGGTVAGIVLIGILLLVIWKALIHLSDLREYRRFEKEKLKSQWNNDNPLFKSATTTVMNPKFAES
PLAP activator – PLAP enzyme activators, biochemical, luminescence, HTS; Alkaline phosphatase, placental type (Homo sapiens), P05187; purified PLAP enzyme, luminescent substrate read-out; stronger effect = higher value; activation fold at 20 µM; actives 1.2% (n = 96,000); in the data active = activation fold above about 2
Mac1 fbg enh – enhancers of CD11b/CD18 adhesion to fibrinogen, primary screen, K562 cells, luminescence | ATPlite luminescence | activation, % at 10 µM | actives 0.07% (n = 93,000);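 active = 10 µM primary screen giving 50% or more activity, confirmed by 40% or more on retest at that dose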; note: strong numbers were not always called active; reference of the scale not given here
Active calls of the source: *; . = no result given; [ ] = dose if it differs, or a comment.

smiles	PLAP activator	CD11b adhes inh	MT1-MMP txn act	ERb coact inh	ERa SRC1 pot	FAK blocker	Ecoli WT expand	ERa SRC1 inh	Mac1 fbg enh
Brc1ccc(NC2=Nc3ccccc3CC2)cc1	1.2	.	1.4	-17	105	2	16	1	.
CC(C)CN(C(=O)CSc1nnc2c(Cl)cc(C(F)(F)F)cn12)C1CCS(=O)(=O)C1 (stereo unspecified)	1.2	7	1.2	-1[fluorescence artefact?]	113	-2	0	5[fluorescence artefact?]	-1
Cc1ccc(-c2onc3ccc(C=O)cc23)cc1	1.1	-15	1.6	21[fluorescence artefact?]	97	22*	14	10[fluorescence artefact?]	2
COc1ccc(NC(=O)Cn2cccc2)c(OC)c1	1	.	1.1	6	114	3	9	2	.
CCN(CC)CCCN1C(=O)C(=O)/C(=C(/O)c2cnn(-c3ccccc3)c2C)C1c1ccncc1 (stereo unspecified)	.	.	1	-9	102	0	.	-12	.
COc1ccc(/C=N/n2cc(-c3ccccc3)nc2N)cc1	1.3	-21	1.3	2[fluorescence artefact?]	80[fluorescence artefact?]	.	4	2	2
O=C(Nc1ccc(S(=O)(=O)NCCc2ccccc2)cc1)c1ccco1	0.8	14	1.3	-29	105	3	-6	-31	-1
O=C(COC(=O)c1ccccn1)NC12CC3CC(CC(C3)C1)C2	1.1	-10	1.2	-10	97[fluorescence artefact?]	-1	-1	-8	-6
Cc1cccc(NC2=NC(C)(C)N=C(N)N2)c1C	0.8	0	1.2	-3	93	3	2	-5	1
CC(C)c1ccc(C(=O)N/N=C/c2cccc(Cl)c2Cl)cc1	1.5	7	.	.	.	2	-14	.	-2
O=S(=O)(c1ccc2c(c1)OCCO2)N1CCN(c2cccc(Cl)c2)CC1	0.9	15	1	8	101	0	-22	-1	-4
O=C(c1ccco1)N1CCN(S(=O)(=O)c2ccc(Br)s2)CC1	0.8	-2	1.1	-11	96	-6	4	-2	2
Cc1cc2cc(NC(=O)c3ccco3)ccc2[nH]1	1.1	-8	1	6[fluorescence artefact?]	100	-1	10	-3[fluorescence artefact?]	-2
C/C(Cl)=C/Cn1c(=O)c2c(nc(Br)n2Cc2ccccc2)n(C)c1=O	0.8	-4	1.4	4	114	-9	-8	7	-1
Cc1ccc(C)c(-n2c(Cc3cc(=O)[nH]c(=O)[nH]3)nnc2SCC(=O)NCC2CCCO2)c1 (stereo unspecified)	1.3	.	1	5	104	-1	-6	1	.
O=C(Nc1c(Cl)cc(Cl)cc1C(=O)NCc1cccnc1)c1ccc(Cl)cc1Cl	0.8	-3	.	.	.	-2	0	.	-4
CCCOc1ccccc1-n1sc2c(c1=S)-c1cc(OC)cc3c1N(C(=O)C3=O)C2(C)C	1.1	-4	1.3	-1	110	2	-13	1	-2
CC1(C)CC(=O)c2cnc(NCC3CCCO3)nc2C1 (stereo unspecified)	1.2	-11	1.3	24	106	4	2	55*	1
COc1cc(NC(C)C(=O)N2CC(C)OC(C)C2)cc(OC)c1 (stereo unspecified)	0.9	1	1.1	7[fluorescence artefact?]	110	3	-2	4[fluorescence artefact?]	0
CCCCNc1cc(C)nc(NCc2ccccc2)n1	0.9	85*	1.4	1	95	2	59*	-4	-13
CCOC(=O)N1CCN(S(=O)(=O)c2cccc3ccc(C)nc23)CC1	1	-12	1.1	-3[fluorescence artefact?]	107	-2	-1	-4	6
CC(=O)C1=C(O)C(=O)N(Cc2cccnc2)C1c1ccccc1Cl (stereo unspecified)	1	3	1.2	-4[fluorescence artefact?]	116	-3	0	6[fluorescence artefact?]	-1
Cc1ccc(-c2nnc(SCC(=O)n3c4c(c5ccccc53)CCCC4)o2)cc1	1.1	1	0.9	-8	104	-4	1	-9	-1
Cc1ccc(C)c(C(=O)CSc2n[nH]c(-c3ccncc3)n2)c1	1	-2	1	.	.	30*	4	.	-2
CC(O)/C=C/c1cccc[n+]1C (stereo unspecified)	0.9	58	1.1	-18	109[fluorescence artefact?]	-2	-1	-6[fluorescence artefact?]	0
Cc1ccc(CCC(=O)Nc2ccc(S(N)(=O)=O)cc2)o1	1.3	.	1.6	-5	109[fluorescence artefact?]	-1	9	-5	-3
CCN(CC)CCCN1C(=O)C(=O)/C(=C(/O)c2ccc3c(c2)CC(C)O3)C1c1cccnc1 (stereo unspecified)	0.9	-7	1.1	3[fluorescence artefact?]	114	.	.	2	-2
Cc1ccc(N(C)C(=O)N2CCN(S(=O)(=O)c3ccc4ccccc4c3)CC2)cc1	1.5	-13	1.2	5	111	-1	-13	6[fluorescence artefact?]	1
CCC(=O)Nc1cccc(-c2nnc(SCC(=O)c3ccccc3)n2C)c1	0.8	-3	1.4	-6	107	-2	2	5	-1
COc1ccc(CNC(=O)CCCOc2cc(=O)n(C)c3ccccc23)cc1	0.9	-37	1.1	-4	104	-3	-6	-6	-1
O=c1c2c(-c3ccccc3)csc2ncn1/N=C/c1c2ccccc2cc2ccccc12	1.3	-6	.	.	.	0	-13	.	-2
O=C(O)CCCC(=O)Nc1cccc(-c2nc3ccccc3[nH]2)c1	1.1	2	1.1	-6[fluorescence artefact?]	96	8	1	-4	2
Nc1ccc(-n2nncc2-c2ccccc2)cc1	.	.	1.2	-12	86	0	.	-28	.
CNC(=O)C1CCCN1S(=O)(=O)c1ccc(OC)cc1 (stereo unspecified)	1	9	1.2	0[fluorescence artefact?]	123	-3	0	-6	-2
COc1cc(OC)c(NC(=O)Nc2ccc(OC)c(OC)c2)cc1Cl	0.9	-5	1	-13	107	2	2	-40[fluorescence artefact?]	-1
NC(=O)c1c(N)sc(=S)n1-c1ccccc1	1	-3	1.1	3[fluorescence artefact?]	113	1	12	-8	1

The list goes on, overlapping the part above by two compounds.
smiles	PLAP activator	CD11b adhes inh	MT1-MMP txn act	ERb coact inh	ERa SRC1 pot	FAK blocker	Ecoli WT expand	ERa SRC1 inh	Mac1 fbg enh
COc1cc(OC)c(NC(=O)Nc2ccc(OC)c(OC)c2)cc1Cl	0.9	-5	1	-13	107	2	2	-40[fluorescence artefact?]	-1
NC(=O)c1c(N)sc(=S)n1-c1ccccc1	1	-3	1.1	3[fluorescence artefact?]	113	1	12	-8	1
Cc1ccc(S(=O)(=O)c2n[nH]n3c2nc(=O)c2ccccc23)cc1	1.2	10	1	1	106	-7	-11	-8	-1
Cc1ccc(C(=O)CCC(=O)Nc2cccnc2)cc1C	1	-47	1.1	-31	104	0	7	-35	0
CCC(=O)c1ccc(OC(=O)c2ccc(Br)o2)cc1	.	.	1	-1[fluorescence artefact?]	124[fluorescence artefact?]	0	.	3	.
CCC1SC2=NC(C)=C(C(=O)OC)C(c3cccs3)N2C1=O (stereo unspecified)	1.4	-2	1.2	0[fluorescence artefact?]	93	0	-1	5	-4
COC(=O)c1cccc(NS(C)(=O)=O)c1C	1.1	.	1.1	-3	80	-1	6	4	.
CCC(=O)Nc1cccc(NC(=O)CSc2nnc(C(C)C)n2CC)c1	0.9	-7	1.1	-11	133	-2	5	-12	-3
CC(=O)c1c(C)c2c(n1CCN(C)C)CCCC2	1	-3	1.6	-1	96	-2	-11	-5	-4
CC(C(=O)NCc1ccc2c(c1)OCO2)N(c1ccccc1)S(C)(=O)=O (stereo unspecified)	1	-14	1.1	3	112	5	-12	5	-2
O=C1CCCC2=C1C1(CCCCC1)N=C(Nc1nc3ccccc3o1)N2	.	.	1.1	-11	110	2	.	-6	.
Cc1ccc(C(=O)COC(=O)CNC(=O)Cc2ccccc2)cc1[N+](=O)[O-]	1	2	.	.	.	7	8	.	-2
COc1cccc(N(CC(=O)NC(C)c2ccccc2)S(C)(=O)=O)c1 (stereo unspecified)	1	-7	.	.	.	-9	-1	.	3
O=C(NCCO)C1CCN(S(=O)(=O)c2ccc(F)cc2)CC1	1.1	-2	1.1	20	99	-2	8	17	-3
O=C(CSCc1cnn(-c2ccccc2)c1-n1cccc1)N1CCN(Cc2ccccc2)CC1	1.7	29	1.1	-11	86	2	-11	-2	4
CC(=O)OC(C(=O)NC1CCCCC1)c1cccc(C)c1 (stereo unspecified)	1.3	-25	1.2	0	116	-1	2	-1	5
CC1CCCC(C)N1C(=O)Cc1ccccc1 (stereo unspecified)	1.1	-6	1	-8	81	-2	0	-3	2
Cc1ccc(NC2OC(CO)C(O)C(O)C2O)cc1 (stereo unspecified)	1	1	1	2	115[fluorescence artefact?]	0	4	-3	-1
CC(C)c1nc(SCC(=O)N2CCN(c3ccccc3)CC2)c2c(=O)n(C)c(=O)n(C)c2n1	1.5	-9	1.1	-2	84	.	-2	8	0
COc1cccc(C(=O)Nc2c3c(nn2-c2cccc(C)c2C)CS(=O)C3)c1OC (stereo unspecified)	1.5	14	1.2	-10	128	-2	1	-1	-2
c1ccc2c(c1)OC(CCCN1CCCCC1)c1ccccc1S2 (stereo unspecified)	.	.	1.3	11	102	0	.	18	.
CC1(C)CC(=O)C=C(NC2CCCCCC2)C1	0.9	0	1.1	6	119	4	-9	8	-1
CCOc1ccccc1C(=O)N1c2ccccc2Sc2ccccc21	1.4	19	.	.	.	2	-21	.	-5
CCOC(=O)c1sc2nccc(N(C)C)c2c1N=CNOC	0.9	-24	1	0[fluorescence artefact?]	105[fluorescence artefact?]	2	12	6[fluorescence artefact?]	-4
Fc1ccc(Cn2nnnc2C(c2ccc(Cl)cc2)N2CCSCC2)cc1 (stereo unspecified)	1.4	-19	1.2	-3	102	-5	-6	-3	4
COc1cc(C2NC(=O)c3ccccc3O2)cc(OC)c1OC (stereo unspecified)	1.1	24	1.2	-9	93	2	3	4	-7

Ordered by value in PLAP activator (lowest first): some entries from above.
molecule | PLAP activator
CCOC(=O)c1sc2nccc(N(C)C)c2c1N=CNOC | 0.9
Fc1ccc(Cn2nnnc2C(c2ccc(Cl)cc2)N2CCSCC2)cc1 (stereo unspecified) | 1.4
O=C(CSCc1cnn(-c2ccccc2)c1-n1cccc1)N1CCN(Cc2ccccc2)CC1 | 1.7

(continued)
smiles	PLAP activator	CD11b adhes inh	MT1-MMP txn act	ERb coact inh	ERa SRC1 pot	FAK blocker	Ecoli WT expand	ERa SRC1 inh	Mac1 fbg enh
O=C(NCc1ccco1)C1CCCN1S(=O)(=O)c1ccc2ccccc2c1 (stereo unspecified)	1.5	0	1.3	3	119[fluorescence artefact?]	0	1	24	-4
COc1ccccc1N1CCN(Cc2ccc(Br)o2)CC1	1.2	-36	1.3	0[fluorescence artefact?]	96	.	6	5[fluorescence artefact?]	4
COc1cccc(CN(Cc2cccnc2)S(=O)(=O)c2ccc(-n3cnnn3)c(C)c2)c1	1.4	-6	1	2[fluorescence artefact?]	94	0	-3	5[fluorescence artefact?]	-2
COc1cccc(CNC(=O)Cn2cc3c(n2)CCCCC3)c1	1.1	3	1.1	-1	120	.	5	-2	-2
CCN(CC)CCNC(=O)Cn1nc(-c2ccccc2)c2ccccc2c1=O	1	-20	1.1	-7	115	-6	4	-6	1
O=c1[nH]c2ccc(Cl)cc2c(-c2ccccc2)c1N1CCN(c2ccccn2)CC1	1.5	5	1.1	30[fluorescence artefact?]	260*[fluorescence artefact?]	.	-9	13	0
Cc1ccc(Nc2nc(N)nc(CSc3nnnn3-c3ccccc3)n2)cc1	1	10	1.3	48[fluorescence artefact?]	219*[fluorescence artefact?]	9	-3	62*[fluorescence artefact?]	14
CC(C)c1[nH]c(=O)c(C#N)c2c1CSC(C)(C)C2	1.2	-4	0.9	-1[fluorescence artefact?]	97	-2	1	8[fluorescence artefact?]	-4
